# MIN6 prolif – induces beta-cell replication in MIN6 cells; MIN6 cells proliferation, ATPlite luminescence, 48 h; cells starved in 0.2% serum; 100% = growth in 10% serum; proliferation, % at 10 µM; 330,000 compounds, 0.29% hits; AID 2380;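 active means compounds whose signal lies at least 3.5 SD above the mean of all wells on their plate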;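 further: 0% = DMSO-treated cells in low-serum medium and 100% = 10% serum control; some compounds called inactive have numbers as strong as hits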
# MPTP inh – permeability transition pore inhibition; isolated mouse mitochondria, Ca2+ swelling absorbance, 30 min; inhibition, % at 10 µM; 360,000 compounds, 1.4% hits; AID 602449;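 active means inhibition of 50% or more, scaled per plate between neutral and stimulator controls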;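 further: 0% = DMSO wells given calcium and 100% = 1 mM EGTA wells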
# hIAP act – increases human intestinal alkaline phosphatase activity | 330,000 compounds, 0.16% hits | activation factor at 10 µM | P09923 | purified human IAP, CDP-Star luminescence, 30 min; hits give high values; 1 = vehicle-only enzyme, 0 = enzyme-free background;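 active means activation factor of the enzyme at least 2-fold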; further: the source names both 10 and 20 µM as test concentration; values of inactives mirror those of a sister screen read the other way
# APOBEC3A inh – human APOBEC3A DNA deaminase inhibition | recombinant A3A, FAM/TAMRA ssDNA deamination fluorescence | P31941 | inhibition, % at 20 µM | 330,000 compounds, 0.41% hits | AID 493011;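 active means at least 40% inhibition at 20 µM here, with at most 30% in a related deaminase screen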;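 further: plate controls were A3A with DMSO for no effect and wells lacking A3A enzyme for full effect; some results filed as inactive read as strong as hits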
# Target sequence (P31941 whole entry, looked up): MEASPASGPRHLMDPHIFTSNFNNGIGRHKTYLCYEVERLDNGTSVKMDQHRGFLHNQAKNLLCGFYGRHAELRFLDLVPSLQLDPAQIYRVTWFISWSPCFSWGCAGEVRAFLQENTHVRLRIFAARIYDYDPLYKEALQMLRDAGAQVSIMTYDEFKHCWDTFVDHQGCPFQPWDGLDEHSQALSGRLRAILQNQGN
# mIAP activ – mouse IAP activation. 330,000 compounds, 0.24% hits. muIAP, CDP-Star luminescence, 30 min; hits give high values; 1 = vehicle-only enzyme signal, 0 = enzyme-free wells. activation factor at 10 µM;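 active means activation factor of at least 2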; further: the source names both 10 and 20 µM as test concentration; values of inactives mirror those of a sister screen read the other way
#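 System: Mouse IAP enzyme | Also added: CDP-Star substrate | Dosing: Compounds dispensed in DMSO | Schedule: 30 min enzyme-substrate-compound incubation at room temperature | Technique: Chemiluminescence readout | Control set: DMSO-only wells and no-enzyme negative control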
# ATG4B inhibitor – inhibitors of human ATG4B cysteine protease; Q9Y4P1; ATG4B cleavage of LC3-PLA2, NBD-HPC fluorescence, 1 h; inhibition, % at 8.33 µM; 340,000 compounds, 0.51% hits; AID 504462; in the data active means inhibition above about 40%
# Target sequence (Q9Y4P1 whole entry, looked up): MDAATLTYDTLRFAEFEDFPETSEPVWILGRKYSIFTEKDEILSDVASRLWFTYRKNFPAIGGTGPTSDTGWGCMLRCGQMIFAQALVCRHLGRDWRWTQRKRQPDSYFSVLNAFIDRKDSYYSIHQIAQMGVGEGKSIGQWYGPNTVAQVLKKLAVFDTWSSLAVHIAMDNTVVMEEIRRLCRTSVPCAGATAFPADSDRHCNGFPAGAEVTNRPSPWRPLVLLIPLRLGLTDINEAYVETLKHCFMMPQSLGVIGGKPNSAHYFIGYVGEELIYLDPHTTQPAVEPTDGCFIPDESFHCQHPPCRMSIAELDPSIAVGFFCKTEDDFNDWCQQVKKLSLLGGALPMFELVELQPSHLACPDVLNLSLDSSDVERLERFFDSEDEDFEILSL
# mIAP inh – mouse IAP inhibition; inhibition, % at 10 µM; AID 2806; purified mouse IAP, CDP-Star luminescence, 30 min; 330,000 compounds, 0.2% hits;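 active means inhibition of at least 40% at 10 µM in the primary screen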;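 further: plate controls were DMSO with enzyme for no effect and no enzyme wells for full effect; values of inactives mirror those of a sister screen read the other way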
# A3G deaminase – APOBEC3G (human) deaminase inhibition. Q9HC16. inhibition, % at 20 µM. AID 493012. recombinant A3G, ssDNA deamination FAM/TAMRA fluorescence. 330,000 compounds, 0.28% hits;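 active means inhibition of at least 40% at 20 µM, with no more than 30% in the related APOBEC3A deaminase screen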;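 further: plate controls were DMSO wells with A3G for no effect and wells lacking A3G enzyme for full effect; some compounds called inactive have numbers as strong as hits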
# Target sequence (Q9HC16 whole entry, looked up): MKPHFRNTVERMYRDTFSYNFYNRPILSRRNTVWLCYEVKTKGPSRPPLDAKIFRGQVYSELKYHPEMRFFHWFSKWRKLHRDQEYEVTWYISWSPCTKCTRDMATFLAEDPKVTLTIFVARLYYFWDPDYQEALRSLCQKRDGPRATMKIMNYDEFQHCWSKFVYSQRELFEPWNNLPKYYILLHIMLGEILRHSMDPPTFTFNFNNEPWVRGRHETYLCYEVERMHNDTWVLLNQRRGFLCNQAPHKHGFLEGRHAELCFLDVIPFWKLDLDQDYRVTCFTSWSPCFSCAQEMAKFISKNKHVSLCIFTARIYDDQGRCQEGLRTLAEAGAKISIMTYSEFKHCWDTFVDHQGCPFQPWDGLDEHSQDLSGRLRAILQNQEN
# hIAP inh – human IAP inhibition; P09923; purified IAP, CDP-Star luminescence, 30 min; inhibition, % at 10 µM; 330,000 compounds, 0.12% hits; AID 2544;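 active means inhibition reaching a set limit with compound at 10 µM in the primary screen, cut at about 35% in these data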;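 further: plate controls were DMSO wells with enzyme for no effect and no-enzyme buffer wells for full effect; values of inactives mirror those of a sister screen read the other way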
# * hit, by the source's call.
# Each structure is followed by: MIN6 prolif, MPTP inh, hIAP act, APOBEC3A inh, mIAP activ, ATG4B inhibitor, mIAP inh, A3G deaminase, hIAP inh
- CCC(=O)NC(c1ccc(C)cc1)c1ccc2cccnc2c1O (stereo not given)
→ -4, -1.1, 1.5, -6, 1.1, 5, -8, -8, -52
- COc1ccc(CC(=O)NNC(=O)CSc2nc(C)c(C)c(=O)[nH]2)cc1
→ 4, -0.1, 2, -3, 0.88, -5, 12, -4, -98
- COc1ccc(-n2c(O)cnc2Nc2nc(C)cc(C)n2)cc1OC
→ -2, -0.8, 1.2, -3, 1, -4, -1, -3, -15
- COCCn1cc(C(=O)c2cc(Br)ccc2O)cc(C#N)c1=O
→ -2, 1.2, 0.92, -2, 0.93, 1, 7, -6, 8
- Cc1cc(C(F)(F)Cl)n2ncc(-c3ccccn3)c2n1
→ -1, -0.3, 0.99, 0, 0.85, -6, 14, -2, 1
- CC[C@@H]1Cc2cc(O)ccc2C2=C1c1ccc(O)cc1C[C@H]2CC
→ -8, 0.9, 1.1, 0, 0.82, 29, 18, -4, -5
- C[C@H](CO)N1C[C@H](C)[C@H](CN(C)Cc2ccc(-c3ccccc3)cc2)Oc2ccc(NS(=O)(=O)c3ccccc3)cc2CC1=O
→ -6, -1.5, 1.1, 8, 1, -3, -1, 1, -10
- Cc1ccc(S(=O)(=O)N2CC3CCC2C3)cc1 (stereo not given)
→ 1, -7.8, 1, -4, 1, -4, 0, -10, -2
- Nc1nnc(SCC(=O)Nc2sc3c(c2C(=O)c2ccccc2)CCCC3)s1
→ 0, 10, 1, 3, 0.98, 7, 2, -7, -2
- COc1cccc(C(=O)NCCCN2CCN(CCCNC(=O)c3cccc(OC)c3)CC2)c1
→ -4, -0.9, 0.98, 7, 1.1, 9, -10, 4, 2
- Cc1ccc(-n2nc3c(=O)n(CCCC(=O)NCc4ccco4)nc(C)c3c2C)cc1
→ -4, -0.3, 0.77, -5, 0.93, -3, 7, -8, 23
- CCCNC(=O)c1cc(-c2ccc(OC)cc2)n(CCCOC)c1C
→ 1, -1.6, 1, 2, 1, 0, -4, -6, -2
- Cc1cccc(NC(=S)NCCc2ccc(Cl)cc2)c1C
→ -5, 1.3, 0.98, -9, 1.2, 48*, -15, -7, 2
- COc1cc2c(cc1OC)-c1nnc(-c3ccco3)n1C1(CCCC1)C2
→ -2, -1.7, 1.1, -1, 0.95, -4, 5, 0, -7
- O=C(COC(=O)Cc1ccccc1)NCc1ccc2c(c1)OCO2
→ 0, 0.2, 1.1, 0, 1.2, -6, -15, -3, -8
- Cc1ccc(/C=C2/Sc3ccc(C(=O)N4CCN(C)CC4)cc3NC2=O)cc1
→ -7, -0.6, 1.1, -4, 0.99, -7, 1, -3, -6
- CC(c1ccc2c(c1)OCO2)n1c(=S)[nH]c2ccccc2c1=O (stereo not given)
→ -4, 0.0, 0.98, -5, 0.93, -2, 7, -11, 2
- CC(=O)c1cccc(NC(=O)c2cc(-c3ccc(C)cc3)on2)c1
→ 2, 2.9, 1.1, -2, 0.98, -4, 2, -3, -11
- COc1ccc(CN2CCC(N3CCC(C(=O)N4CCOCC4)CC3)CC2)c(F)c1
→ 4, -0.1, 1.1, 3, 0.95, 20, 5, -4, -12
- O=C(Nc1ccc(F)cc1F)c1ccc2nc(N3CCOCC3)sc2c1
→ -1, -0.5, 0.94, 0, 1, 4, -1, -3, 6
- Cc1cc(C)nc(SCC(=O)N2CCc3ccccc32)n1
→ 0, -0.4, 1.4, -4, 0.86, 0, 14, -1, -38
- CCC(C)[C@H](N)c1nnc(SCC(=O)Nc2ccc(C)cc2C)o1 (stereo not given in full)
→ -1, -2.5, 1.3, -6, 0.93, -5, 7, -6, -26
- Cc1ncoc1C(=O)N1CCCC(CCC(=O)NCc2ccc(F)c(F)c2)C1 (stereo not given)
→ -3, 0.5, 0.94, 0, 1.1, 13, -8, 0, 6
- O=S(=O)(Nc1ccccc1)c1ccc2c(c1)CCO2
→ 1, 0.6, 1.4, -5, 1.1, 4, -8, -5, -37
- Cc1ccc(CSc2nnc(-c3ccncc3)n2CC2CCCO2)cc1 (stereo not given)
→ -1, -0.4, 1, 3, 0.96, -11, 4, -3, 0
- CN1CCN(C(=O)/C(=C/c2ccccc2)c2ccccc2)CC1
→ -3, -1.4, 0.97, 3, 1, 5, -5, -4, 3
- COc1ccc(NC(=O)CSc2ncnc3[nH]ncc23)cc1
→ 2, 1.3, 1.3, 6, 1, 6, -2, -3, -32
- S=C(N/N=C/c1ccc(Br)cc1)N1CCCCC1
→ -2, 4.9, 1.2, -6, 0.92, -2, 8, -6, -21
- c1csc(-c2noc(COc3ccc4c(c3)CCCC4)n2)c1
→ -3, -0.1, 0.98, 3, 1.1, 6, -7, -6, 2
- Cc1ccc2oc(=O)c3cnn(CC(=O)NC4CCCCC4C)c3c2c1 (stereo not given)
→ 10, -1.5, 1, -3, 1.1, -1, -8, -4, -4
- Cc1cc(C(=O)COC(=O)CCC(=O)c2ccc3c(c2)OCCO3)c(C)n1Cc1ccco1
→ -2, 0.4, 0.82, 5, 0.99, -10, 1, 4, 18
- CCOC(=O)c1cnc(-n2nc(C)cc2C)nc1Oc1ccccc1F
→ 7.8*, -0.3, 0.83, -3, 1, 1, -1, -6, 17
- CCCOc1ccc(C(=O)NCCC(=O)NCCCC(=O)OCC)cc1
→ -1, -0.1, 1, -3, 1, 2, -4, 2, -1
- CNC(=O)/C(C#N)=C/c1c(N2CCN(c3ccc(OC)cc3)CC2)nc2c(C)cccn2c1=O
→ 4, 1.0, 0.84, -6, 0.96, 3, 4, -5, 16
- COc1cccc(SCc2noc(C(=O)NCCC(C)C)c2C(=O)NCCC(C)C)c1
→ -7, 8.9, 1.1, -5, 0.96, -10, 4, -15, -8
- O=[N+]([O-])c1ccc2c(c1)nc(CO)n2Cc1ccccc1
→ -2, -0.8, 0.93, -3, 1, 0, -2, -2, 7
- CCCNc1c(NS(=O)(=O)c2ccc3c(c2)CCCC3)c(=O)oc2ccccc12
→ -2, -1.0, 0.97, -1, 0.95, 10, 4, -4, 3
- COCc1c(Br)c(C)[nH]c(=O)c1C#N
→ -1, -0.6, 0.99, 1, 0.92, -6, 8, 3, 1
- Cc1ccn2cc(-c3cccc(NS(C)(=O)=O)c3)nc2c1
→ -4, -1.3, 1.1, -1, 0.94, -10, 6, -5, -11
- O=C(CNC(=O)C1CCCCC1)Nc1ccccc1Cl
→ -5, 0.2, 1, 0, 1, 10, -2, -8, -2
- O=C(CSc1nnc(Cc2cccs2)n1-c1ccccc1)NC1CCCCC1
→ -2, -6.1, 1.2, 15, 1, -8, -2, -1, -16
- N/C(=N\OC(=O)c1ccc(Br)o1)c1cccnc1
→ -3, 0.2, 1, -11, 1.1, -2, -15, -3, -2
- O=C1/C(=C/c2cccs2)CCc2ccccc21
→ -4, 0.4, 0.93, -1, 0.91, 16, 10, -5, 7
- C/C(=N/NC(=O)c1ccco1)c1cccnc1
→ 0, -1.6, 0.99, -1, 1, 6, -2, -4, 1
- CSc1nc2ccc(NC(=O)c3nn(C(C)C)c(=O)c4ccccc34)cc2s1
→ 8.2*, 4.7, 0.84, -4, 0.9, 10, 10, -9, 16
- CCCCN(C)C(=O)CCC(=O)NNc1nc2ccccc2c2nc(C)nn12
→ -1, -0.7, 1.9, 3, 0.81, -1, 19, 0, -94
- O=C(CSc1nc2ccccc2o1)NCc1ccc2c(c1)OCO2
→ -3, 0.8, 0.94, -2, 1.1, -15, -5, -8, 6
- NC(=O)C1CCCN(C(=O)c2ccc3c(c2)NC(=O)CS3)C1 (stereo not given)
→ 0, -0.4, 0.89, 4, 0.99, 2, 1, -7, 11
- CCOC(=O)N1CCN(C(=O)/C=C/c2ccc3c(c2)OCO3)CC1
→ -1, 0.4, 0.98, -1, 1, -11, -2, -2, 2
- CC(=O)Nc1ccc(C(=O)OCCCOC(=O)c2ccc(NC(C)=O)cc2)cc1
→ 2, 0.1, 0.98, -1, 1, 2, -1, -8, 2
- COc1ccc(S(=O)(=O)NCC(c2ccc3c(c2)OCO3)N2CCN(C)CC2)cc1OC (stereo not given)
→ -2, 0.4, 0.82, -4, 1, -4, -4, -10, 18
- CC(C)(C)OC(=O)N/N=C/c1cn(-c2ccccc2)nc1-c1cccnc1
→ -3, -1.0, 1.2, 1, 1.1, -1, -8, -4, -17
- CN(c1ccc(Cl)cc1)c1cc(=O)n(C)c2ccccc12
→ 4, -1.2, 0.9, -2, 0.92, -26, 8, -5, 10
- O=C(Nc1ccc(N2CCN(C(=O)c3ccccc3)CC2)cc1)c1cc([N+](=O)[O-])ccc1N1CCOCC1
→ 2, -0.8, 1.1, -2, 0.87, -2, 13, -8, -11
- CCCCNC(=O)c1ccccc1NC(=O)c1ccc2c(c1)OCO2
→ 1, -0.3, 1.3, -2, 0.94, -12, 6, -6, -25
- O=S(=O)(c1ccc(Cl)cc1)N1CCN(c2ccc(N3CCOCC3)nn2)CC1
→ -1, 0.2, 0.85, -1, 1, -9, -3, -1, 15
- c1ccc(Cn2nnc(CNc3ccccc3)c2-c2c(CNc3ccccc3)nnn2Cc2ccccc2)cc1
→ -4, 3.4, 0.93, -2, 1, -1, -1, -12, 7
- O=C(CSc1nc(O)cc(=O)[nH]1)C1CC1
→ -2, 1.1, 1.2, -10, 1, 1, -1, -6, -25
- CCCCc1ccc(NC(=S)N2CCCC(C)C2)cc1 (stereo not given)
→ -3, -0.8, 1, 0, 1.1, 11, -5, -1, -1

# In the list so far, 13 contain a halogen:
# Each structure is followed by: MIN6 prolif, MPTP inh, hIAP act, APOBEC3A inh, mIAP activ, ATG4B inhibitor, mIAP inh, A3G deaminase, hIAP inh
- COCCn1cc(C(=O)c2cc(Br)ccc2O)cc(C#N)c1=O
→ -2, 1.2, 0.92, -2, 0.93, 1, 7, -6, 8
- Cc1cc(C(F)(F)Cl)n2ncc(-c3ccccn3)c2n1
→ -1, -0.3, 0.99, 0, 0.85, -6, 14, -2, 1
- Cc1cccc(NC(=S)NCCc2ccc(Cl)cc2)c1C
→ -5, 1.3, 0.98, -9, 1.2, 48*, -15, -7, 2
- COc1ccc(CN2CCC(N3CCC(C(=O)N4CCOCC4)CC3)CC2)c(F)c1
→ 4, -0.1, 1.1, 3, 0.95, 20, 5, -4, -12
- O=C(Nc1ccc(F)cc1F)c1ccc2nc(N3CCOCC3)sc2c1
→ -1, -0.5, 0.94, 0, 1, 4, -1, -3, 6
- Cc1ncoc1C(=O)N1CCCC(CCC(=O)NCc2ccc(F)c(F)c2)C1 (stereo not given)
→ -3, 0.5, 0.94, 0, 1.1, 13, -8, 0, 6
- S=C(N/N=C/c1ccc(Br)cc1)N1CCCCC1
→ -2, 4.9, 1.2, -6, 0.92, -2, 8, -6, -21
- CCOC(=O)c1cnc(-n2nc(C)cc2C)nc1Oc1ccccc1F
→ 7.8*, -0.3, 0.83, -3, 1, 1, -1, -6, 17
- COCc1c(Br)c(C)[nH]c(=O)c1C#N
→ -1, -0.6, 0.99, 1, 0.92, -6, 8, 3, 1
- O=C(CNC(=O)C1CCCCC1)Nc1ccccc1Cl
→ -5, 0.2, 1, 0, 1, 10, -2, -8, -2
- N/C(=N\OC(=O)c1ccc(Br)o1)c1cccnc1
→ -3, 0.2, 1, -11, 1.1, -2, -15, -3, -2
- CN(c1ccc(Cl)cc1)c1cc(=O)n(C)c2ccccc12
→ 4, -1.2, 0.9, -2, 0.92, -26, 8, -5, 10
- O=S(=O)(c1ccc(Cl)cc1)N1CCN(c2ccc(N3CCOCC3)nn2)CC1
→ -1, 0.2, 0.85, -1, 1, -9, -3, -1, 15

# Assay outcomes: PubChem BioAssay, Sanford-Burnham Center for Chemical Genomics
